Source: PubChem BioAssay
IL1B NFkB inh = blocks IL-1B driven NFkB nuclear translocation in HUVEC cells. HUVEC IL-1B NFkB p65 nuclear translocation imaging. inhibition, % at 2 µM. 94,000 tested, 0.43% active;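 active = inhibition above about 30% together with a positive call from visual inspection of the well image, limit read from the data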;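 note: nuclear over cytoplasmic p65 intensity ratio measured by imaging; 0% = IL-1B stimulated DMSO wells and 100% = unstimulated DMSO wells; values of inactives mirror those of a sister screen read the other way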
IL1B NFkB pot = enhances IL-1B driven NFkB nuclear translocation; HUVEC IL-1B NFkB p65 nuclear translocation imaging; activation, % at 2 µM; 94,000 tested, 0.3% active; AID 819;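 active = activation above 40%, about the mean plus 3 SD, also judged a hit on visual image review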;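 note: percent activation is computed from the nuclear over cytoplasmic p65 intensity ratio; values of inactives mirror those of a sister screen read the other way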
PLAP inhibition = inhibition of human placental alkaline phosphatase – biochemical, luminescence, HTS (AID 690); purified PLAP, luminescent substrate; higher % means a stronger effect; inhibition, % at 20 µM, or IC50 in µM where a hit was titrated; 96,000 tested, 0.08% active; in the data active = a potency from the dose series; inactive = the rest, 99 in 100 with inhibition below about 30%; note: strong numbers were not always called active
Bcl-B TR3 displacers = displacers of TR3 peptide from Bcl-B, primary screen, selectivity assay for Bfl-1 inhibitor project, biochemical, fluorescence polarization; FP displacement of FITC-TR3 peptide from Bcl-B; higher % means a stronger effect; 96,000 tested, 0.11% active; AID 748; one-dose displacement, % at 20 µM; IC50 in µM for titrated hits;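 active = displacement above 50% at 20 µM plus a fluorescence interference ratio under 1.5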;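 note: plate controls were wells without compound for no effect and wells lacking Bcl-B protein for full effect; a part of the inactive calls stands beside numbers as strong as those of hits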
MRP reversal = MRP-mediated drug resistance reversal | H69AR cells + 2 uM doxorubicin, CellTiter-Glo, 72 h | differential viability (reversal), % at 10 µM | 85,000 tested, 0.04% active | AID 602;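 active = viability drop by adding the cancer drug above about 55%, with treated viability meeting a 40% cutoff, limit read from the data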;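 note: viability without doxorubicin minus viability with 2 µM doxorubicin for each compound; larger differential means the compound sensitizes cells more to doxorubicin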
MRP reversal cytotoxicity = also measured in MRP reversal; calls as there; viability, %; H69AR cells, CellTiter-Glo, 72 h; measured here: cytotoxicity without doxorubicin
MRP reversal with doxorubicin = also measured in MRP reversal; calls as there; viability, %; measured here: viability with 2 uM doxorubicin; active compounds read low
IL1B NFkB inh cell count 2 µM = further read-out of IL1B NFkB inh, marked with its call; cell count; measured here: cells passing quality filter;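 raw number of nuclei counted in each imaged well without normalization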
IL1B NFkB pot cell count 2 µM = also measured in IL1B NFkB pot; calls as there; cell count; measured here: cells passing quality filter
Active calls of the source: *; / = not tested or not shown. A portion of the library; count on the stated rates, not on these rows.

SMILES	IL1B NFkB inh	IL1B NFkB inh cell count 2 µM	IL1B NFkB pot	IL1B NFkB pot cell count 2 µM	PLAP inhibition	Bcl-B TR3 displacers	MRP reversal	MRP reversal cytotoxicity	MRP reversal with doxorubicin
CCc1nn(C)c(-c2n[nH]c(=S)n2N)c1Cl	2	91	-2	91	-15%	2%	/	/	/
CCOC(=O)C1=C(O)CSC1=Nc1ccc(Cl)cc1	/	/	/	/	-1%	1%	2	91	88
COc1ccc([N+](=O)[O-])cc1NC(=S)Nc1ccccc1	-3	203	3	203	15%	10%	/	/	/
CCCn1c(SCC(=O)NCc2ccccc2)nnc1-c1ccncc1	-19	174	18	39	4%	6%	0	95	95
CC(C)CC(C(=O)O)C(C)CC(=O)Nc1ccn(-c2ccccc2)n1 (configuration not stated)	4	124	-4	124	/	/	0	95	94
O=C(Oc1c(Cl)cc(Cl)c2cccnc12)N1CCCCC1	12	113	-12	113	-16%	-3%	13	97	84
O=C(CCn1cnc2ccccc2c1=O)Nc1cccc(Cl)c1	2	95	-2	95	25%	-3%	13	115	102
Cc1ccc2c(c1)sc1nc(=O)n(-c3ccc(Cl)cc3)c(=O)n12	-8	198	8	198	15%	-2%	/	/	/
Cc1cc(Nc2ccc(Cl)cc2)nc(N)n1	-14	166	14	166	20%	-9%	/	/	/
CCOC(=O)N1CCC(n2c(SCC(=O)Nc3nccs3)nc3ccsc3c2=O)CC1	-3	143	3	143	-4%	-1%	27	72	45
O=C(NCc1ccc(F)cc1)C1CCN(S(=O)(=O)N2CCCCC2)CC1	7	175	-7	175	-8%	-2%	10	103	94
Cc1ccc(OC(=O)N2CCOCC2)cc1	-2	157	2	157	1%	5%	13	101	88
Cc1ccc(CN2C(=O)CCC2C(=O)NC(C)C)cc1 (configuration not stated)	-8	103	9	103	-15%	-9%	6	95	89
CCOc1cc(C(=O)Nc2ccc3c(c2)OCO3)ccc1OCCOc1ccccc1Cl	8	129	-8	129	9%	2%	/	/	/
O=C(Nc1cccnc1N1CCOCC1)c1cc2ccccc2oc1=O	/	/	/	/	9%	-6%	10	90	80
CN1C(=O)N(C)C2C1N(C)S(=O)(=O)N2C (configuration not stated)	2	232	-2	232	15%	7%	4	97	93
NC1=NC(=O)/C(=C/c2cccs2)S1	-3	127	3	127	-11%	0%	/	/	/
O=C(NCc1ccccc1)NC1(C(=O)N2CCN3CCCC3C2)CCCCC1 (configuration not stated)	0	90	-1	90	/	/	-16	92	108
Cn1cccc1Cc1nnc(SCC(=O)Nc2ccc(F)cc2F)n1-c1ccc(F)cc1	-10	69	10	69	-58%	-11%	-6	78	85
CCc1ccc(NC(=O)c2cnc3n(c2=O)CCS3)cc1	2	146	-2	146	21%	1%	-1	78	79

Complete entries, looked up by structure.
Shown for CCc1ccc(NC(=O)c2cnc3n(c2=O)CCS3)cc1 = IL1B NFkB inh = 2; IL1B NFkB inh cell count 2 µM = 146; IL1B NFkB pot = -2; IL1B NFkB pot cell count 2 µM = 146; PLAP inhibition = 21%; Bcl-B TR3 displacers = 1%; MRP reversal = -1; MRP reversal cytotoxicity = 78; MRP reversal with doxorubicin = 79
Shown for Cn1cccc1Cc1nnc(SCC(=O)Nc2ccc(F)cc2F)n1-c1ccc(F)cc1 = IL1B NFkB inh = -10; IL1B NFkB inh cell count 2 µM = 69; IL1B NFkB pot = 10; IL1B NFkB pot cell count 2 µM = 69; PLAP inhibition = -58%; Bcl-B TR3 displacers = -11%; MRP reversal = -6; MRP reversal cytotoxicity = 78; MRP reversal with doxorubicin = 85
Shown for O=C(NCc1ccccc1)NC1(C(=O)N2CCN3CCCC3C2)CCCCC1 (configuration not stated) = IL1B NFkB inh = 0; IL1B NFkB inh cell count 2 µM = 90; IL1B NFkB pot = -1; IL1B NFkB pot cell count 2 µM = 90; PLAP inhibition = /; Bcl-B TR3 displacers = /; MRP reversal = -16; MRP reversal cytotoxicity = 92; MRP reversal with doxorubicin = 108

The results go on.
SMILES	IL1B NFkB inh	IL1B NFkB inh cell count 2 µM	IL1B NFkB pot	IL1B NFkB pot cell count 2 µM	PLAP inhibition	Bcl-B TR3 displacers	MRP reversal	MRP reversal cytotoxicity	MRP reversal with doxorubicin
C/C(Cn1nc([N+](=O)[O-])cc1C)=N\NC(=O)c1cccc(Br)c1	-1	68	1	68	-33%	2%	/	/	/
CCOC(=O)C(C)Oc1cccc2c(=O)n(CC(=O)Nc3cccc(OC)c3)ccc12 (configuration not stated)	-15	178	15	178	-7%	-1%	-10	86	96
Nc1ncnc2c1ncn2CCN1CCOCC1	-3	151	3	151	1%	-10%	9	101	93
CCCCNC(=O)Nc1ccccc1C(=O)NCCC	-17	134	17	134	/	/	-5	101	106
COc1ncnc2c1oc1nc(CC(C)C)c3c(c12)CC(C)(C)OC3	14	146	-14	146	-10%	-2%	/	/	/
C=CCN1C(=O)/C(=N/n2cnnc2)c2ccccc21	0	71	0	71	-2%	-5%	/	/	/
CCSc1nnc(-c2cccnc2)n1-c1ccc(C)c(Cl)c1	-18	59	18	59	-9%	-11%	-10	66	76
Cc1nc2nc(-c3ccc(Cl)cc3)nn2c(C)c1Cl	-15	160	15	160	4%	-8%	-2	68	71
COc1ccc(N(C(=O)c2ccco2)S(=O)(=O)c2cccs2)cc1	6	102	-6	102	4%	-9%	-16	71	87
O=C(NCc1ccco1)c1cc(-c2ccccn2)nc2ccccc12	/	/	/	/	26%	-1%	11	88	76
CCOC(=O)C1(N(CC)CC)Sc2cc(C)ccc2NC1=O (configuration not stated)	-8	151	8	151	-22%	-5%	-25	15	40
COC(=O)C1CCN(c2c([N+](=O)[O-])cc(C(F)(F)F)cc2[N+](=O)[O-])CC1	3	125	-3	125	17%	0%	/	/	/
Cn1c(SCC(=O)N2CCN(c3ccccc3)CC2)nnc1-c1cc2ccccc2o1	-5	164	5	164	3%	-8%	6	88	82
O=C(O)C1C2C=CC3(CN(CC(O)COc4ccccc4)C(=O)C13)O2 (configuration not stated)	6	119	-6	119	2%	7%	10	101	91
CN(C(=O)c1cccnc1)c1nnc(-c2cccnc2)s1	/	/	/	/	9%	6%	-27	61	87
CCn1c(CSc2ncccn2)nnc1SCC(=O)N1CCc2ccccc21	-8	187	8	187	7%	2%	-15	70	85
COc1cc(CC(=O)Nc2ncc(C)s2)cc(OC)c1OC	4	134	-4	134	10%	6%	-6	88	94
Fc1ccc(N2CCN(C(c3cccs3)c3nnnn3CCc3ccccc3)CC2)cc1 (configuration not stated)	6	137	-6	137	/	/	-26	66	92
O=C1CSC2=NCN(c3ccccc3)CN12	5	153	-5	153	5%	-3%	-2	84	86
Cc1c(CCOC(=O)CC23CC4CC(CC(C4)C2)C3)sc[n+]1CC(=O)c1ccc(Br)cc1	7	155	-7	155	-16%	-3%	0	1	1
Cn1c(=O)n(C)c2cc(C(=O)Nc3ccc4c(c3)OCO4)ccc21	0	92	0	92	1%	2%	12	63	51
COCCn1nnnc1C(c1ccccc1)N1CCN(c2ccccc2)CC1 (configuration not stated)	9	83	-9	83	/	/	13	87	74
COc1ccc(S(=O)(=O)N2CCC(C(=O)NCc3ccccn3)CC2)cc1C	-3	108	3	108	-69%	-5%	13	87	73
O=S(=O)(Nn1cnnc1)c1ccccc1Cl	-2	192	2	192	-8%	7%	-10	92	102
CCN(CCCNC(=O)c1cn(CC)c2ccc(S(=O)(=O)N(C)C)cc2c1=O)c1cccc(C)c1	4	161	-4	161	-17%	-9%	48	64	15
Cc1oc2ccc(O)cc2c1C(=O)c1ccc(Cl)cc1	0	142	0	142	-2%	4%	-5	80	86
CCOc1ccc(OCC)c(NC(=O)CCS(=O)(=O)c2ccc(Br)s2)c1	-14	213	14	213	13%	17%	-9	82	91
COc1ccc(-n2nccc2-c2nn(-c3cccc(OC)c3)c(=O)n(C)c2=O)cc1	-13	143	13	143	16%	-12%	-1	77	78
CCOc1cc(/C=C2\N=C(C)OC2=O)cc(Br)c1OCC(=O)OC	/	/	/	/	-17%	-4%	/	/	/
CCN1C(=O)/C(=C2\C=Cc3ccccc3N2CC)OC1=S	-29	146	29	146	/	/	-13	61	74
O=C(NC(Nc1ncc(S(=O)(=O)c2ccc([N+](=O)[O-])cc2)s1)(C(F)(F)F)C(F)(F)F)c1ccc(Cl)cc1	-16	165	16	165	-61%	6%	/	/	/
Cc1ccc(S(=O)(=O)N2c3ccccc3NC(=O)CC2C)cc1 (configuration not stated)	7	171	-7	171	22%	-7%	/	/	/
CC1(C)CC(=O)C2=C(C1)N(CC1CCCO1)C(=O)C2(O)C(F)(F)F (configuration not stated)	3	186	-3	186	0%	3%	4	101	97
NNC(=O)c1nc(-c2ccccc2)n2c1CCCCC2	-21	189	21	189	-37%	1%	3	100	97
O=C(NNC(=O)c1ccccc1-n1cccc1)c1ccc(Cl)c(Cl)c1	-2	165	2	165	-52%	-6%	/	/	/
Cc1ccc(-c2cc(C(F)F)n3ncc(C(=O)Nc4ccc(S(=O)(=O)Nc5ccccc5C)cc4)c3n2)cc1	3	115	-3	115	-14%	0%	/	/	/
NC(=O)CSc1nnc(COc2ccccc2)n1CCc1ccccc1	-16	182	16	182	-20%	0%	9	112	103
c1ccc(OCCOCCSc2ncccn2)cc1	-35	183	35	183	7%	12%	-12	93	106
CCn1c(SCC(=O)OC(C)C)nnc1-c1cccc(Cl)c1	/	/	/	/	4%	-9%	-7	104	110
CCCc1nc2oc3c(NCCN4CCOCC4)ncnc3c2c2c1CCCC2	/	/	/	/	-63%	-1%	-19	69	88
CC(C)(C)c1cccc(Oc2nn[nH]n2)c1	-2	151	3	151	2%	10%	/	/	/
N#Cc1ccc(OCC(=O)NCCc2ccccn2)cc1	-29	187	29	187	-2%	13%	-10	86	96
O=C(C1CCCN(Cc2ccccc2)C1)N1CCCCC1 (configuration not stated)	-2	130	-1	55	3%	1%	3	96	92
N#CCCCSc1nnc(CSc2nc3ccccc3s2)n1-c1ccccc1	2	89	-2	89	-52%	0%	-27	45	73
COc1ccc2[nH]c(=O)c(CN(C(C)=O)c3cccc(C)c3)cc2c1	-9	93	9	93	1%	-1%	/	/	/
Cc1nc2nc(C)c(CCC(=O)N3CCc4ccccc43)c(C)n2n1	-3	110	3	110	-10%	-8%	0	99	99
N#Cc1ccc(C(c2nnnn2C2CCCC2)N2CCC(Cc3ccccc3)CC2)cc1 (configuration not stated)	4	147	-4	147	3%	8%	19	96	77
COc1cccc(CNCCNC(=O)c2ccco2)c1OC	-42	182	42*	182*	-5%	4%	/	/	/
O=C(c1csc2c1CCCC2)N1CCN(c2cccc(C(F)(F)F)c2)CC1	2	148	-2	148	-72%	-32%	9	84	75
CCN(c1cccc(C)c1)S(=O)(=O)c1cccc(C(=O)O)c1	1	198	-1	198	-40%	0%	6	114	108
(continued)
SMILES	IL1B NFkB inh	IL1B NFkB inh cell count 2 µM	IL1B NFkB pot	IL1B NFkB pot cell count 2 µM	PLAP inhibition	Bcl-B TR3 displacers	MRP reversal	MRP reversal cytotoxicity	MRP reversal with doxorubicin
C=CCNc1nnc(-c2ccncc2)s1	-19	168	19	168	12%	0%	0	87	87
CCCC(C(=O)NC1CCCC1)N(C(=O)Cn1nnc(-c2ccc(C)o2)n1)C1CCCC1 (configuration not stated)	-6	178	6	178	-57%	-1%	1	73	72
CCCc1cc(=O)[nH]c(SCC(=O)CSc2nc(CCC)cc(=O)[nH]2)n1	/	/	/	/	-17%	3%	6	68	62
CCCCn1c(SCC(=O)Nc2nnc(CC)s2)nc2c1c(=O)n(C)c(=O)n2C	9	104	-9	104	-1%	16%	12	66	53
Cc1cc(C)c2c(N)c(C(=O)c3ccccc3)oc2n1	7	47	-7	47	6%	-6%	2	64	62
CC1=C(C(=O)NC2CCC(C)CC2)C2(CCC(C)CC2)OC1=O (configuration not stated)	1	48	-1	48	4%	-5%	1	95	94
O=C(NCCCN1CCCC1)c1cccc(N2CCCC2=O)c1	9	99	-9	99	/	/	1	99	98
CCCCCCOC(=O)c1ccccc1NC(=O)/C=C/C(=O)O	-5	166	5	166	-13%	9%	/	/	/
Cc1cc(NS(=O)(=O)c2ccc(NC(=O)c3cnc4scc(C)n4c3=O)cc2)nc(C)n1	/	/	/	/	-43%	2%	4	90	86
Clc1ccc(Oc2nc(N3CCOCC3)nc(N3CCOCC3)n2)cc1	-24	57	24	57	15%	-8%	18	95	77
